PGC1a acetyl inh – PGC1a acetylation modulation, inhibitor mode. actives 0.17% (n = 350,000). AID 651687. inhibition, % at 15.6 µM. U2OS PGC1a acetylation, AlphaScreen anti-acetyl-lysine; with virally co-expressed GCN5 acetyltransferase;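 active = every replicate shows inhibition of at least 40%; inconclusive = mean inhibition at least 40% but some replicate below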;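 note: 0% = neutral control wells and 100% = positive control wells; some results beyond the cut were filed as inactive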
INS-1E GSIS act – GLuc luminescence reporter in INS-1E cells, primary screen for activators of glucose-dependent secretion of insulin | INS-1E GLuc reporter insulin secretion, 2-3 h | activation, % at 16.6 µM | actives 0.61% (n = 370,000) | AID 743287;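 active = lowest replicate activation of at least 40%, so every replicate reaches that level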;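 note: 0% = median of neutral control wells and 100% = median of IBMX positive control wells; some compounds called inactive have numbers as strong as hits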
ARNT-TACC3 inh – disruptors of human ARNT/TACC3 interaction. Q9Y6A5. AlphaScreen His-ARNT PAS-B/GST-TACC3 binding, luminescence; TACC3 fragment carries E629A point mutation. inhibition, % at 9.99 µM. actives 0.66% (n = 390,000). AID 623870;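 active = mean inhibition of replicates at least 50% and at least half of replicates each reaching 50%; inconclusive = half or more replicates reach 50% but mean below 50%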;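 note: 0% = complete ARNT plus TACC3 wells and 100% = ARNT alone without TACC3; many hits fall short of the cut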
PAX8 inh HTS – lowers PAX8-driven luciferase in RMG-I cells; RMG-I TPO-luciferase reporter, SteadyGlo, 24 h; inhibition, % at 12.6 µM; actives 1.2% (n = 360,000); AID 652154;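 active = mean replicate inhibition at least 60% with every replicate also reaching 60%; inconclusive = only one of the two criteria is met; inactive = mean below 60% and not all replicates reaching 60%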;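 note: luciferase light reporting Pax8 driven TPO promoter activity; plate controls were median of neutral control wells for no effect and mitoxantrone controls for full effect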
Statin myotox sup – suppressors of simvastatin-induced myotoxicity in C2C12 myotubes; ATP luminescence, 48 h; scaled: DMSO 0, geranylgeraniol control 100; rescue of ATP level, % at 7.49 µM; actives 0.78% (n = 330,000); AID 602340;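 active = mean ATP rescue above about 67%, or every replicate alone reaching that limit, limit read from the data, passing the limit was not always enough; inconclusive = no clear call, values can overlap the other calls; inactive = mean under the limit and some replicate under it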;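 note: myotubes were challenged with 10 µM simvastatin during compound exposure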
PglD inh – blocks C. jejuni PglD acetyltransferase activity; purified PglD enzyme, DTNB colorimetric CoA detection; actives 0.098% (n = 360,000); inhibition, % at 12.5 µM; in the data active = inhibition above about 16%, passing the limit was not always enough; inconclusive = no clear call, values can overlap the other calls; note: strong numbers were not always called active
Cneo AK release – Cryptococcus neoformans lysis via adenylate kinase release. lysis activity, % at 15 µM. C. neoformans lysis, adenylate kinase release luminescence, 4 h; normalised: neutral wells 0, clomiphene wells 100. actives 0.2% (n = 360,000);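 active = mean lysis activity across replicates of at least 80%, whatever share of replicates individually reach that level; inactive = mean lysis activity below 80%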
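Assay system: C. neoformans cells. Amount: yeast cell density of 5 × 10^6 cells/mL. Technique: AK luminescence. Buffer or medium: YPD. Times: static 4 h at 37 °C with compound, 1 h detection. Dosing: single-point compound dose. Read-out: lysis from increased AK signal.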
LGR2 antag – Drosophila LGR2 receptor signaling inhibition. HEK293 LGR2, CRE-luciferase, bursicon-stimulated, 4 h. inhibition, % at 9.99 µM. actives 0.35% (n = 380,000);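 active = drop in luminescence signal, shown as inhibition above about 50% in the replicate tests, limit read from the data, passing the limit was not always enough; inconclusive = probably only some replicates passing the limit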;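 note: agonist challenge used bursicon conditioned medium at about half maximal strength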
* hit, by the source's call; ? = inconclusive; . = no result given.

SMILES	PglD inh	Cneo AK release	PAX8 inh HTS	Statin myotox sup	ARNT-TACC3 inh	INS-1E GSIS act	LGR2 antag	PGC1a acetyl inh
Cc1ccc([N+](=O)[O-])cc1S(=O)(=O)NCc1cccnc1	.	.	2	.	-3	18	-2	.
CCOc1ccc(-c2nnn(CC(=O)NCc3cccs3)n2)cc1	3	3	.	-8	-2	.	.	-19
CC(C)N(C1=CC(=O)OC12CCCCC2)C(C)C	-5	6	-10	-2	-4	8	6	13
O=C(O)c1ccc2c(c1)S(=O)(=O)c1cc(N3CCN(c4cnccn4)CC3)ccc1C2=O	0	0	-27	-5	.	-5	-3	.
CC(C)C#Cc1cnc2c(c1)C(=O)N([C@H](C)CO)C[C@H](C)[C@H](CN(C)C(=O)c1ccccc1F)O2	0	4	11	6	-2	1	11	2
CC(C)CNC(=O)c1ccccc1Oc1ccccc1	1	0	.	3	-3	.	.	-9
O=C(COC(=O)c1ccc([N+](=O)[O-])o1)Nc1ccc2c(c1)OCO2	-6	1	11	3	-3	.	.	3
O=C(CCSc1nnc(-c2ccco2)o1)Nc1ccc(Cl)cc1	5	-1	.	.	-3	.	.	2
COc1ccccc1N1CCN(Cc2cc3c(cc2[N+](=O)[O-])OCO3)CC1	3	2	13	-2	9	-10	22	-8
O=S(=O)(Nc1c(F)cccc1F)c1ccc2c(c1)OCCO2	-3	5	4	2	-2	3	19	.
CO[C@H](CN(C)S(=O)(=O)c1cccc(Cl)c1)[C@@H](C)CN([C@H](C)CO)S(=O)(=O)c1cccc(Cl)c1	4	47	.	-22	3	-21	6	-8
COc1ccc(C2(CNC(=O)C(=O)Nc3ccc(C)cc3)CCOCC2)cc1	.	.	-11	7	-5	4	-22	11
CCOc1ccc(-c2ccc(C=O)o2)c([N+](=O)[O-])c1	2	1	-6	.	0	0	-6	0
COCCNC(=O)C[C@@H]1CC[C@H]2[C@@H](COC[C@H](O)CN2C(=O)c2cc(Cl)cc(Cl)c2)O1	5	-5	-4	17	-6	15	17	-4
C[C@@H]1CN([C@@H](C)CO)C(=O)c2cc(C3=CCCC3)cnc2O[C@@H]1CN(C)C(=O)Nc1ccccc1	-1	-3	-15	45	-3	-7	-6	-3
Cc1cc(NC(=O)c2ccccc2)nc(C)n1	1	-1	-3	0	-4	15	-15	-11
COC(=O)c1c(NC(=O)C2C3CCC(C3)C2C(=O)O)sc2c1CCCCC2 (stereo unspecified)	3	29	-5	10	2	-10	12	26
CC(=O)N/N=C(\C)c1cccc(C(F)(F)F)c1	.	.	-10	.	0	-6	13	2
CC(C)OCCCNC(=O)CCC(=O)NNc1nc2ccccc2c2nc(-c3ccccc3)nn12	.	.	2	.	-3	-4	-4	.
O=C(NCc1ccco1)c1c(F)c(F)c(F)c(C(=O)NCc2ccco2)c1F	0	2	-2	8	-14	.	.	.
N#CCC(=O)Nc1ccc(C(=O)NCc2cccc(Cl)c2)cc1	0	1	-2	-9	1	-5	15	0
CCC(=O)N[C@@H]1CC[C@@H](CC(=O)NCc2ccccc2F)O[C@@H]1CO	-5	-7	1	0	-1	-1	0	0
COc1cccc(CC(=O)OCC(=O)N(C)CC(=O)Nc2ccc(Cl)c(C(F)(F)F)c2)c1	3	-2	-2	-6	.	-17	12	10
CCN(CC)C(=O)Cn1nc(-c2ccccc2O)nc1SCC(=O)Nc1ccc(OC)cc1	2	1	.	33	4	-9	0	-5
C[C@H]1CN([C@@H](C)CO)C(=O)c2cc(C#Cc3ccccc3)cnc2O[C@@H]1CN(C)C(=O)c1ccccc1F	-3	-4	.	3	1	-17	1	?
O=C(CCc1nc2ccccc2c(=O)[nH]1)N1CCN(c2ccc(F)cc2)CC1	-2	2	23	2	1	-10	.	0
CC(=O)c1cccc(N(CC(=O)NC2CCCC2)C(=O)c2csnn2)c1	3	3	-13	3	-2	-7	24	.
Cc1cc(C)cc(N=Cc2c(O)c3ccccc3oc2=O)c1	.	.	-2	.	-6	-1	-17	4
COc1ccccc1CNC(=O)c1cc(S(=O)(=O)N2CCCCC2)c[nH]1	-1	-1	17	-8	.	-22	-3	0
Cc1nc(C)c(C(=O)OCC(=O)NCCc2ccc(F)cc2)s1	-5	0	-1	-2	-1	-3	-3	7
CS(=O)(=O)N1CCC(C(=O)Nc2ccccc2F)CC1	-2	1	.	2	4	.	5	2
Cc1ccc(CNC(=O)Nc2ccccc2)n1C	1	2	-2	11	-5	8	-28	4
CCC12C(=O)C(CC)(C(c3ccccc3)=C1c1ccccc1)[C@@H]1C(=O)N(c3ccc(C)cc3)C(=O)C12 (stereo partly specified)	.	.	22	.	-3	1	10	.
C=CCN(C(=O)CNC(=O)c1cccs1)C(C(=O)NC1CCCCC1)c1cccnc1 (stereo unspecified)	0	-2	-11	2	0	10	-11	-5
CCOc1ccc(C(C)=O)cc1CSc1nc2nc(C)cc(C)n2n1	.	.	9	.	7	14	-23	.
COc1ccccc1N1CCN(CC(=O)Nc2c(C)n[nH]c2C)CC1	-3	-3	-14	.	-28	.	.	9
O=C(CCCN1C(=O)/C(=C\c2ccco2)SC1=S)Nc1ccc2ccccc2c1	.	.	4	.	7	-19	-2	.
C/C=C/c1ccc2c(c1)O[C@@H](CN(C)Cc1cccc(F)c1)[C@@H](C)CN([C@H](C)CO)S2(=O)=O	8	-9	.	9	4	12	7	-19
O=C(Nc1ccc(C(F)(F)F)cc1)N[C@H]1CC[C@@H](CCn2cc(C3(O)CCCC3)nn2)O[C@H]1CO	0	0	18	-27	6	1	15	17
COC(=O)c1ccc(CSc2nnc3ccccn23)o1	0	0	.	-1	-19	.	.	.
CC(C)NC(=O)N(C)C[C@@H]1Oc2c(NC(=O)Nc3ccc4c(c3)OCO4)cccc2C(=O)N([C@@H](C)CO)C[C@H]1C	-1	-2	4	8	-4	1	-4	4
CC=Cc1ccc2n(c1=O)C[C@@H]1[C@@H](CO)[C@H](C(=O)NCCc3ccccc3)N(CCC)[C@H]21 (mixture of isomers)	-1	0	11	6	-7	-4	12	-7
Cc1c(Cl)cccc1NC(=O)CC1Oc2ccccc2NC1=O (stereo unspecified)	.	.	10	10	-6	0	13	.
COc1ccccc1-c1ccc([C@H]2[C@H]3CN(C(=O)c4cccnc4)CCCCN3[C@H]2CO)cc1	0	1	9	14	-5	5	11	3
COc1cccc(-c2cc3nc(NCc4cccnc4)n(C)c(=O)c3s2)c1	-3	-1	-118	-15	.	2	-77	-2
O=C(c1cccc(F)c1)N1CCN(c2cccc(Cl)c2)CC1	2	3	26	-4	-3	8	.	3
CCc1nc(N2[C@@H](C#N)[C@@H](c3ccccc3-c3ccc(F)cc3)[C@@H]2CO)sc1C	.	.	1	.	.	-14	-46	-8
Cc1ccnc(NC(=O)C2CCN(S(=O)(=O)c3cccc4nonc34)CC2)c1	-7	2	.	29	15	0	11	-25
CCNC(=O)c1c(NC(=O)c2cc(-c3cc(C)ccc3O)n[nH]2)sc2c1CCCC2	.	.	-7	.	-3	27	2	.
Cc1cc(C(=O)COC(=O)Cc2ccc(Br)cc2)c(C)n1C	-2	-3	4	1	.	-6	-3	1
O=C(NC(NC(=O)c1ccccc1)c1cccc([N+](=O)[O-])c1)c1ccccc1	3	-4	31	.	-8	9	0	3
COCCCn1c(SCC(=O)N2CC(=O)Nc3ccccc32)nnc1-c1ccoc1C	-7	1	-9	-4	-1	.	.	-5
COc1ccc(/C=C/c2c(-c3ccc(OC)cc3)oc3cccnc23)cc1	9	0	17	7	4	6	2	.
CCNC(=O)Nc1ccc2c(c1)C(=O)N(C)[C@@H]1CC[C@H](CC(=O)NCCN3CCCC3)O[C@@H]1CO2	0	-3	4	10	5	6	14	-2
CC1CCN(C2=C(NS(=O)(=O)c3ccc(Cl)cc3)C(=O)c3ccccc3C2=O)CC1	-4	-1	4	-10	22	5	-9	5
CCC1Oc2ccc(C)cc2N(CC(=O)NCc2cc(OC)ccc2OC)C1=O (stereo unspecified)	-6	0	.	6	-13	.	.	.
CCOC(=O)C1(C)CCCN(C(=O)c2c(F)cccc2F)C1 (stereo unspecified)	4	1	2	6	.	-8	-18	.
COc1ccccc1NC(=O)C(=O)c1cn(CC(=O)N2CCCC2)c2ccccc12	.	.	-99	16	10	-3	-28	-4
CN(C)CCCNC(=O)c1cc(S(=O)(=O)N2CCOCC2)ccc1F	5	0	.	.	8	.	.	1
C[C@H](CO)N1C[C@H](C)[C@@H](CN(C)Cc2cccnc2)Oc2cc(-c3cncnc3)ccc2S1(=O)=O	1	6	.	-20	-1	4	14	5

(next part)
SMILES	PglD inh	Cneo AK release	PAX8 inh HTS	Statin myotox sup	ARNT-TACC3 inh	INS-1E GSIS act	LGR2 antag	PGC1a acetyl inh
CCN(CC(=O)Nc1ccccc1C(F)(F)F)C(=O)c1ccc2c(c1)NC(=O)C(C)S2 (stereo unspecified)	-8	-2	8	-13	.	-14	11	15
CC(C)(C)NC(=S)Nc1ccc(Nc2ccccc2)cc1	3	24	-48	.	10	.	.	0
O=C(COC(=O)c1ccc(Cl)nc1)Nc1cccc(S(=O)(=O)N2CCCCC2)c1	0	0	8	-6	2	-32	10	1
CCCCNC(=O)/C(C#N)=C/c1ccc(-c2ccc(S(=O)(=O)N3CCOCC3)cc2)o1	-8	-7	-11	.	-3	-14	-3	.
CN1CCO/C1=C(\C(Cl)=C(Cl)Cl)[N+](=O)[O-]	.	.	5	.	-7	13	-1	.
Clc1ccc(SCc2csc(N3CCOCC3)n2)cc1	.	.	-19	.	-2	-15	-7	.
CC1(c2ccc(OC(F)F)cc2)NC(=O)N(CC(=O)Nc2ccc(F)cc2)C1=O (stereo unspecified)	-2	0	18	.	2	-51	3	0
COc1ccc(-c2ccc(/C=C3/C(=N)N4C=CSC4=NC3=O)o2)c([N+](=O)[O-])c1	1	2	0	.	23	158*	13	2
CCOC(=O)C1CCCN(Cc2ccc(O)c(OC)c2)C1 (stereo unspecified)	-6	2	-11	15	-3	.	.	.
O=C(NCCCc1ccccc1)c1cc([N+](=O)[O-])ccc1Cl	4	0	-52	.	-5	-7	0	-9
Nc1ncnc(Nc2ccccc2Oc2ccccc2)n1	5	-4	-7	1	-4	5	2	8
CCCCN(C(=O)CC1CCCCC1)c1c(N)n(CCCC)c(=O)[nH]c1=O	6	2	-5	-2	.	-28	2	4
Cc1ccccc1-n1c(=S)[nH]c2nc3c(cc2c1=O)CCCC3	.	.	1	.	5	9	-9	.
O=S1(=O)[C@H]2C[C@@H]3C=C[C@@]2(CN1Cc1cccc(F)c1)O3	3	2	-65	1	-1	-4	17	-1
CCCNC(=O)N1[C@H](CNC(=O)c2ccc(F)cc2)[C@@H](c2ccccc2)[C@@H]1CO	1	-2	-1	14	-7	0	-3	-4
COc1ccc(C(=O)NN2C(=S)N(c3ccc(OC)cc3)C(=O)C2CC(N)=O)cc1 (stereo unspecified)	.	.	-8	.	2	1	-7	.

High-throughput results deposited in PubChem BioAssay by Broad Institute.
